Screening results as filed in PubChem BioAssay.
Vc quorum ag: inducers of Vibrio cholerae quorum light production without autoinducers | hit rate 0.16% among 350,000 | V. cholerae BH1578 lux reporter, luminescence, 6 h | activation, % at 18.7 µM | AID 588436; in the data active = activation mostly above about 9.7%, no sharp cut-off; inconclusive = no clear call, values can overlap the other calls; inactive = mostly below about 3.7%; also: not every result past the cut was called active; inactives centre near 0; reference of the scale not given here
3CLpro inhibitor: SARS-CoV 3CLpro protease inhibition; P0C6X7; recombinant SARS-CoV 3CLpro, quenched FRET peptide cleavage; inhibition, % at 6 µM; AID 1706; hit rate 0.14% among 290,000; in the data active = inhibition above about 12%
Y pestis TopoI: blocks Yersinia pestis topoisomerase I activity | Y. pestis Topo-I cleavage product accumulation, plate reader | activity, % at 10 µM | hit rate 0.064% among 360,000 | AID 504884; in the data active = activity above about 50%, passing the limit was not always enough; inconclusive = no clear call, values can overlap the other calls; also: inactives centre near 2
BoNT-A LC inh2: blocks Botulinum neurotoxin A light chain protease | multiplex microsphere protease substrate cleavage, flow cytometry | inhibition, % at 10 µM | hit rate 0.17% among 360,000; also: plate controls were buffer without enzyme for full effect and enzyme alone for no effect
PriA SSB inh: K. pneumoniae PriA-SSBct interaction inhibition. AlphaScreen SSBct-PriA binding, biotinylated peptide. hit rate 0.6% among 430,000. inhibition, % at 33 µM; in the data active = inhibition mostly above about 37%, no sharp cut-off; inactive = mostly below about 20%;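 also: plate controls were negative control peptide for no effect and reference peptide for full effect; strong numbers were not always called active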
CCHF vOTU inh: blocks the CCHF virus ovarian tumor domain protease. CCHFV vOTU protease, Pep-AMC fluorescence. inhibition, % at 11.5 µM. hit rate 0.55% among 370,000; in the data active = inhibition above about 30%; also: 0% = vehicle wells with enzyme and 100% = no enzyme wells
Anthrax LF inh2: inhibitors of Bacillus anthracis lethal factor protease. hit rate 0.12% among 360,000. P15917. multiplex microsphere protease cleavage assay, LF. inhibition, % at 10 µM; also: plate controls were buffer without enzyme for full effect and enzyme alone for no effect
Target sequence (P15917 whole entry, looked up): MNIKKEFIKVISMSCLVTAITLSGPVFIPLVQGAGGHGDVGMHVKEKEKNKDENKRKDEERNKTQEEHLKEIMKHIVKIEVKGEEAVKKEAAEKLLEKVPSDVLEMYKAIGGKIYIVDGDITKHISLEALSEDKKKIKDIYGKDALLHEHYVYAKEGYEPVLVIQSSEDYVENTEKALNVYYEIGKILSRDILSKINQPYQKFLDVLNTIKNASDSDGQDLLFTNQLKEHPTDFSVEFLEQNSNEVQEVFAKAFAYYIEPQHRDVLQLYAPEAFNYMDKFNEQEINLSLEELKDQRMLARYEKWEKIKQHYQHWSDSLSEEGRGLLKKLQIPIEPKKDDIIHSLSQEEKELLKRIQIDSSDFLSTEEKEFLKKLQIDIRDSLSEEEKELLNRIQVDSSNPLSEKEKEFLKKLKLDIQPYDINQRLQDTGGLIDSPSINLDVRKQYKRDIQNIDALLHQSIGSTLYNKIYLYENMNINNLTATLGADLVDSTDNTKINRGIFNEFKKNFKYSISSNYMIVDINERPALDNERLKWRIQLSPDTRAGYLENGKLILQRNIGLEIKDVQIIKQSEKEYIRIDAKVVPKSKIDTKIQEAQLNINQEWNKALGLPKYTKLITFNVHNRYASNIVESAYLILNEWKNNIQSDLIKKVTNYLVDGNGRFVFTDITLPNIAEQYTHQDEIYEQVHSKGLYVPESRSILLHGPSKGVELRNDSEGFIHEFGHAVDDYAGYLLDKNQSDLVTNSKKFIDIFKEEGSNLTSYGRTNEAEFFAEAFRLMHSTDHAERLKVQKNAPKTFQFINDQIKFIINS
PfHsp40 rescue: rescue of PfHsp40-mediated yeast toxicity | AID 504582 | growth rescue, % at 12.5 µM | S. cerevisiae expressing PfHsp40, growth rescue, ATP luminescence | hit rate 0.68% among 340,000; in the data active = growth rescue above about 28%, passing the limit was not always enough; inconclusive = no clear call, values can overlap the other calls;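 also: yeast W303a lacking pdr1 and pdr3 grown in galactose medium; growth measured after three days at 30 °C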
VHR inh abs: blocks human VHR1 dual specificity phosphatase; P51452; recombinant VHR phosphatase, pNPP absorbance; inhibition, % at 13.3 µM; hit rate 0.52% among 290,000; AID 1654; in the data active = inhibition above about 50%; also: some compounds called inactive have numbers as strong as hits
Target sequence (P51452 whole entry, looked up): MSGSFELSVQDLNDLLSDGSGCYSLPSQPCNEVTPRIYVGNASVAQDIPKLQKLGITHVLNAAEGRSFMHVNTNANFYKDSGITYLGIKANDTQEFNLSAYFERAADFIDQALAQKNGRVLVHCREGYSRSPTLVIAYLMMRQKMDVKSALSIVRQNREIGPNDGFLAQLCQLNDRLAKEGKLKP
TcdB inh: blocks C. difficile toxin B glycohydrolase activity; TcdB glycohydrolase enzymatic assay, plate reader; AID 652162; hit rate 0.24% among 350,000; inhibition, % at 9.99 µM; P18177; in the data active = inhibition above about 10%
Active calls of the source: *; i = inactive; ? = inconclusive; . = not tested or not shown. Rule as the data show it, unless noted: active = inhibition above about 30%; inconclusive = no clear call, values can overlap the other calls; inactive = below that. These rows are one share of the data (hit frequency here may not be typical).

Compound | Vc quorum ag | 3CLpro inhibitor | Y pestis TopoI | BoNT-A LC inh2 | PriA SSB inh | CCHF vOTU inh | Anthrax LF inh2 | PfHsp40 rescue | VHR inh abs | TcdB inh
O=C(O)c1cc2c(cc1NC(=O)C1CCCC1)OCCO2 | i | . | -1 | . | 1 | 8 | . | 0.4 | . | 1.0
COc1ccccc1NC(=O)CCCCCN1C(=O)c2cccc([N+](=O)[O-])c2C1=O | i | -2 | 12 | -2.1 | -8 | 4 | -1 | -0.2 | -10 | -0.8
Cc1cccc(NC(=S)NNC(=O)c2csc(C)c2)c1 | 3.6 | 3 | -1 | -0.1 | -12 | -7 | 1 | 4.8 | -2 | -1.5
FC(F)(F)c1ccc(-c2cccc3c2C2CC3CCN2Cc2ccc3c(c2)OCO3)cc1 (stereo unspecified) | . | . | . | -1.2 | . | 7 | -7 | . | . | -1.2
O=C(NN=Cc1ccc2c(c1)OCO2)c1ccccc1 | i | . | 3 | -1.2 | 0 | 3 | -1 | -2.2 | . | 1.6
CCC(C)(CC(=O)Nc1nccs1)c1ccccc1 (stereo unspecified) | -0.5 | 0 | -3 | -2.8 | -5 | 1 | 5 | -0.4 | 18 | 1.2
Cc1cccnc1NC(=S)NC(=O)/C=C/c1ccccc1 | -0.3 | 2 | 13 | -0.3 | -17 | -10 | 0 | 7.0 | 6 | 0.4
CC(=O)c1cccc(NC(=O)c2cc(-c3ccco3)nc3ccccc23)c1 | -0.3 | -1 | 7 | -2.0 | 4 | -22 | -1 | -0.3 | -35 | -0.5
COc1ccc(C2C(C#N)C(C#N)N3CCCN23)cc1 (stereo unspecified) | i | 0 | -3 | ? | -11 | -9 | -14 | -0.3 | 17 | .
O=C1NC[C@H](c2ccccc2)N(CCc2cccc(F)c2)C1=O | 1.2 | . | 3 | -0.5 | -8 | -8 | 7 | -0.9 | -5 | 2.1
CC(=O)Cc1ccc(OC(C)C)cc1 | -0.3 | -3 | -5 | 0.6 | -7 | 2 | -9 | 0.6 | 6 | 8.1
Cc1ccc(C)c(Oc2coc3cc(O)ccc3c2=O)c1 | 1.6 | -1 | 0 | 0.7 | 2 | -57 | 5 | -1.1 | 6 | -1.8
Cc1ccc(NC(=O)CCNS(=O)(=O)c2cccc3nsnc23)cc1 | -0.1 | -2 | 2 | 0.9 | -1 | -1 | -3 | 0.1 | 17 | 0.1
NC1=NC(=O)/C(=C\c2ccc(-c3ccc(Cl)cc3)o2)S1 | -0.7 | 0 | 11 | -0.6 | 1 | 14 | 2 | -2.0 | 17 | 1.2
[N-]=[N+]=NC[C@H](Cc1ccccc1)N1CC[C@@H](NC(=O)OCc2ccccc2)CCC1=O | -1.1 | -6 | 10 | -0.5 | 10 | 6 | -8 | -0.4 | -7 | 1.0
OC1CCCCC1Sc1nc2ccccc2s1 (stereo unspecified) | 5.0 | -5 | 5 | -0.3 | -7 | 3 | -2 | -0.1 | 0 | .
COc1ccc(S(=O)(=O)NC(CC(=O)N2CCC3(CC2)OCCO3)c2ccco2)cc1 (stereo unspecified) | i | -4 | -5 | 0.1 | -8 | 6 | 3 | 0.2 | 13 | .
COc1ccc(-c2nc(N/N=C(\C)c3ccc(O)cc3)c3ccccc3n2)cc1 | 2.3 | -1 | 4 | -0.7 | . | 16 | -2 | 0.8 | 25 | -1.7
O=C(CCC(=O)N1CCN(S(=O)(=O)c2ccc(Cl)cc2)CC1)Nc1ccc(Cl)cc1Cl | -12 | -2 | 17 | -1.5 | 8 | -3 | 1 | -1.0 | -7 | 0.3
COc1ccc(/C=N/Nc2nonc2N)cc1 | i | 1 | 0 | -0.6 | . | -3 | -6 | 0.6 | 17 | .
Cn1cc(CNC(=O)/C=C/c2ccc(Cl)cc2)cn1 | i | 2 | -1 | -1.2 | 3 | 13 | -6 | 0.0 | 15 | 1.4
COc1ccccc1NS(=O)(=O)c1ccc(C)c(C(=O)NC2=NCCS2)c1 | -1.4 | . | 0 | -3.2 | -19 | 9 | 0 | -1.3 | . | 1.5
Cc1ccc(SCC(=O)NCc2ccccc2)cc1 | -0.9 | -2 | 8 | -2.2 | -5 | -10 | -14 | -0.3 | 8 | 2.2
CCCN(C(=O)c1ccc(S(=O)(=O)N2CCCC2)cc1)C1CCS(=O)(=O)C1 (stereo unspecified) | i | . | 2 | 3.4 | 6 | 19 | -5 | -0.3 | . | 0.4
Cn1c(O)c(N=NC(=S)Nc2ccccc2F)c2cc(S(=O)(=O)N3CCOCC3)ccc21 | -0.6 | 1 | -3 | 2.0 | -1 | 13 | -1 | -0.4 | 7 | 1.6

Part of the list above, limited to BoNT-A LC inh2, Vc quorum ag and PfHsp40 rescue.
| structure | BoNT-A LC inh2 | Vc quorum ag | PfHsp40 rescue |
| --- | --- | --- | --- |
| OC1CCCCC1Sc1nc2ccccc2s1 (stereo unspecified) | -0.3 | 5.0 | -0.1 |
| CC(=O)c1cccc(NC(=O)c2cc(-c3ccco3)nc3ccccc23)c1 | -2.0 | -0.3 | -0.3 |

(further entries)
Compound | Vc quorum ag | 3CLpro inhibitor | Y pestis TopoI | BoNT-A LC inh2 | PriA SSB inh | CCHF vOTU inh | Anthrax LF inh2 | PfHsp40 rescue | VHR inh abs | TcdB inh
COc1ccc(C=NCCCN2CCOCC2)cc1 | i | 1 | 3 | 1.5 | -7 | 8 | 2 | -0.5 | 22 | .
CCN(CC(=O)Nc1cccc(S(=O)(=O)N(C)c2ccccc2)c1)Cc1ccccc1 | -0.4 | . | 13 | 0.3 | -4 | 4 | -4 | 0.6 | . | 0.8
Cc1ccc(Oc2nnc(-c3ccccc3)cc2C#N)cc1 | -0.4 | -8 | 2 | -0.4 | -2 | 10 | 0 | -1.6 | 9 | .
CC(NC(=O)c1ccccc1Cl)C1COc2ccccc2O1 (stereo unspecified) | -0.4 | -4 | 0 | 0.2 | -13 | 19 | 1 | -0.1 | 0 | .
COc1ccc(C2Nc3ccccc3C(=O)N2Cc2ccco2)cc1COc1ccccc1F (stereo unspecified) | 2.8 | 3 | 28 | -0.4 | 1 | -7 | -5 | 1.6 | 5 | .
Cc1cc(NC(=O)CS(=O)c2cn(Cc3cccc(Cl)c3)c3ccccc23)no1 (stereo unspecified) | -0.4 | . | 22 | 0.2 | . | 6 | 9 | . | . | 1.5
COc1ccccc1C(=O)Nc1cccc2c1CCCC2 | 0.3 | 0 | 9 | -4.5 | -13 | 20 | 1 | 0.9 | 13 | 2.7
O=C(CCCn1c(=O)[nH]c2cc(Cl)ccc2c1=O)N1CCN(c2ccc([N+](=O)[O-])cc2)CC1 | -0.3 | 1 | 8 | -1.3 | -14 | 7 | -4 | -0.5 | 27 | .
NC(=O)c1ccc(Oc2ccc3c(c2)CCC3)c([N+](=O)[O-])c1 | -0.8 | 4 | -7 | 1.4 | 17 | 12 | -6 | -1.1 | 36 | 1.9
CN(c1ccc(C(=O)Nc2cccnc2)cc1)S(C)(=O)=O | i | -5 | -3 | 0.2 | 11 | 5 | 4 | -0.8 | 5 | .
Cc1cc(C)n(-c2nc3ccccc3nc2N2CCCC2)n1 | -0.2 | 3 | 5 | 3.2 | -21 | -12 | 1 | 3.4 | 33 | 4.3
COc1cccc(-c2cnc(C(O)c3ccc(F)cc3)[nH]2)c1 (stereo unspecified) | -0.9 | . | -2 | -0.2 | . | 1 | -8 | . | . | 0.8
O=C1C(=O)N(CCCn2ccnc2)C(c2cccnc2)/C1=C(/O)c1ccc(F)cc1 (stereo unspecified) | 1.4 | . | 8 | 0.1 | . | 4 | 2 | -1.1 | 14 | .
O=C(Nc1ccccc1Cl)OCC#CCOC(=O)Nc1ccccc1Cl | i | . | 55* | -1.0 | . | 6 | -12 | . | . | 0.3
O=C(NCCOc1nc(N2CCOCC2)nc(N2CCOCC2)n1)Nc1ccccc1 | i | -2 | -1 | -0.3 | 0 | -5 | -4 | 0.1 | 3 | .
COc1ccc(Br)cc1CN1CCN(C(=O)c2ccco2)CC1 | i | 3 | 15 | -4.1 | 8 | -12 | 9 | -0.5 | -15 | 0.2
CCC(C)(C)n1nnnc1C(c1cccc(C#N)c1)N1CCN(c2cccc(C)c2C)CC1 (stereo unspecified) | -1.5 | 0 | 9 | -1.7 | -13 | -2 | -3 | 2.7 | 14 | .
O=C(c1cc(S(=O)(=O)N2CCOCC2)c(Cl)cc1Cl)N1CCCC1 | 0.9 | . | 2 | -0.6 | -13 | 4 | 2 | 0.0 | . | 0.3
CC(C)CNC(=O)CC(=O)NN=C1CCCC1 | -0.7 | -6 | -1 | -0.1 | -4 | 5 | 0 | 1.2 | -6 | .
Cc1ccc(Nc2cc(C)nc3nc(C)nn23)cc1 | -0.3 | -7 | 7 | 0.3 | -3 | -2 | -2 | -1.1 | -7 | 0.8
CC1CC(=O)Nc2cc([N+](=O)[O-])ccc2N1 (stereo unspecified) | i | -3 | -4 | -1.3 | -2 | 14 | 1 | 2.0 | -5 | 0.9
Cc1cc(C)c2cc(C(=O)Nc3ccc4c(c3)OCO4)[nH]c2c1 | . | 3 | . | . | -1 | -7 | . | . | -9 | 1.0
COc1ccccc1CNC(=O)CCn1c(=O)[nH]c2ccsc2c1=O | -1.7 | 5 | 0 | ? | -10 | -6 | 0 | -0.3 | 22 | .
O=[N+]([O-])c1ccc(N2CCCC2)c(F)c1Br | -0.2 | 4 | 7 | 0.2 | 8 | 5 | -3 | 0.4 | -4 | 0.2
COc1cccc(NC(=O)CCC2CCN(C(=O)c3cncs3)CC2)c1 | i | 2 | -5 | -0.1 | 8 | -8 | -11 | 0.4 | 9 | 0.5

Later entries:
Compound | Vc quorum ag | 3CLpro inhibitor | Y pestis TopoI | BoNT-A LC inh2 | PriA SSB inh | CCHF vOTU inh | Anthrax LF inh2 | PfHsp40 rescue | VHR inh abs | TcdB inh
O=c1[nH]c(=S)n(-c2ccc(Br)cc2)c2ncccc12 | -0.4 | . | 3 | -0.9 | -2 | -7 | -9 | -0.1 | . | 0.8
Cc1ccc(NC(=O)c2ccc(Cl)c(S(=O)(=O)Nc3c(C)n(C)n(-c4ccccc4)c3=O)c2)cc1Cl | 1.0 | . | 15 | -1.4 | 3 | 17 | 1 | 0.5 | . | 0.1
COc1ccc(S(=O)(=O)N2CCN(CC(=O)Nc3cc(Cl)ccc3Cl)CC2)cc1 | -0.3 | . | -2 | -2.5 | -36 | 1 | -3 | -1.2 | . | -0.7
COc1ccc(SC[C@H](C)CN2CC[C@H](NC(=O)OCc3ccccc3)CCC2=O)cc1 | -0.6 | . | 17 | 0.4 | -3 | 4 | -2 | 3.3 | . | 10*
O=c1c2ccccc2nnn1CSc1nc2sc3c(c2c(=O)n1CC1CCCO1)CCC3 (stereo unspecified) | i | 4 | 5 | -0.7 | -1 | -3 | -3 | -1.4 | 24 | .
Cc1cccc(C(C(=O)NC2CCCC2)N(C(=O)c2csnn2)C2CC2)c1 (stereo unspecified) | -0.3 | 1 | 5 | -1.4 | -12 | -7 | 1 | 1.3 | 20 | 0.9
CC1(C)C/C(=N\O)C(C(O)c2cccc([N+](=O)[O-])c2)C(C)(C)N1 (stereo unspecified) | -1.1 | 1 | 3 | -0.6 | . | -4 | 16 | -0.6 | -17 | -1.6
CCCN(C(=O)CSc1nnnn1C)c1c(N)n(Cc2ccccc2)c(=O)[nH]c1=O | 0.7 | 2 | 4 | -0.4 | -3 | 1 | -6 | -0.3 | 0 | 0.9
CN(C(=O)COC(=O)c1cccc(S(=O)(=O)N2CCCCCC2)c1)c1ccccc1 | -0.6 | . | 43 | -0.2 | . | 1 | 2 | . | . | 1.5
Cc1cc(C(=O)NC(Cc2ccccc2)C(=O)O)c(C)o1 (stereo unspecified) | -0.1 | 0 | 16 | -0.8 | -11 | 3 | 0 | -0.2 | 13 | 0.0
